Furin inh: inhibitors of human furin; P09958; purified furin, fluorogenic substrate cleavage; inhibition, % at 30 µM; 0.061% of 220,000 active; in the data active = inhibition above about 25%; also: inactives centre near -15
Target sequence (P09958 108-714 limits assumed): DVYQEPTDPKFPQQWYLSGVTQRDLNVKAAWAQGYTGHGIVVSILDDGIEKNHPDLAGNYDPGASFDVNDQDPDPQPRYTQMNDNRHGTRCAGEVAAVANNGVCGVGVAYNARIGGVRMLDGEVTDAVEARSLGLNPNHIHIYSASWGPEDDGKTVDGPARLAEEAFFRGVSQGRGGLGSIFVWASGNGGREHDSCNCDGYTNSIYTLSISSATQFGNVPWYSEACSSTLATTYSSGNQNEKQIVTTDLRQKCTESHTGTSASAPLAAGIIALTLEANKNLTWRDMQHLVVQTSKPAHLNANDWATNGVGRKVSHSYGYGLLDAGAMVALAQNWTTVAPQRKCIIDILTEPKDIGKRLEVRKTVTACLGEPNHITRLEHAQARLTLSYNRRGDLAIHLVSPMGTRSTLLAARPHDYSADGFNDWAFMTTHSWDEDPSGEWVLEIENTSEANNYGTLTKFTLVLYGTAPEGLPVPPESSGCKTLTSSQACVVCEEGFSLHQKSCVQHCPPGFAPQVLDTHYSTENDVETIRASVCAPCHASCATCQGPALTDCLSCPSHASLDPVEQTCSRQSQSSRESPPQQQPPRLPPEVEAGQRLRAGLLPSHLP
14-3-3 Bad PPI: disrupts binding of bovine 14-3-3 zeta to phospho-Bad peptide. P63103. 0.71% of 220,000 active. TR-FRET 14-3-3zeta/Dy647-pBad peptide displacement, 1 h. inhibition, % at 21.7 µM;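 active = inhibition above about 70%, limit read from the data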;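 also: 0% = full 14-3-3 plus peptide FRET controls and 100% = background without 14-3-3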
eIF4E 4G PPI: inhibitors of eIF4E and eIF4G interaction in translation initiation | TR-FRET eIF4E-eIF4GI(517-606) binding, 2 h | P63073+Q04637 | 0.37% of 220,000 active | AID 782 | inhibition, % at 21.7 µM;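 also: 0% = full FRET control wells and 100% = background wells lacking eIF4GI fragment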
p47phox inh: blocks human p47phox regulatory protein of NADPH oxidases. P14598. p47phox/p22phox peptide binding, fluorescence polarization, 2 h. inhibition, % at 24.7 µM. 0.53% of 220,000 active. AID 1274;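 also: 0% = p47phox with labelled peptide and 100% = labelled peptide alone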
KCC2 mod: modulates chloride dependent transport by human KCC2; 2.2% of 190,000 active; AID 1456; Q9H2X9; B-score of Tl+ flux slope (higher = more flux/activation; lower = inhibition) at 10 µM; KCC2 cells, thallium flux FluoZin-2 fluorescence;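 active = thallium flux slope and its plate-corrected score both differing from the plate sample mean at a set confidence after two filtering rounds, in either direction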;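 also: slope of fluorescence scaled to starting intensity during 10 to 20 s after thallium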
EBV gp42 block: inhibitors of Epstein-Barr virus glycoprotein 42; Fluorescence polarization binding assay, mP read-out; inhibition, % (tested at 21.74 µM); 0.42% of 220,000 active; AID 1085; in the data active = inhibition above about 50%
hK5 inh: inhibitors of human kallikrein 5 | Q9Y337 | recombinant hK5, fluorogenic AMC substrate cleavage | inhibition, % at 5 µM | 0.59% of 210,000 active | AID 873;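 active = inhibition of 40% or more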;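 also: 0% = enzyme controls without compound and 100% = no-enzyme blanks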
Rad51 HR inh: blocks human Rad51 in homologous recombination. hRad51 DNA strand exchange, fluorescence dequenching. 0.085% of 200,000 active. Q06609. inhibition, % at 10 µM;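 active = inhibition above 40% at the single screening dose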;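 also: 0% = DMSO control wells and 100% = blanks with heterologous ssDNA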
Target sequence (Q06609 whole entry, looked up): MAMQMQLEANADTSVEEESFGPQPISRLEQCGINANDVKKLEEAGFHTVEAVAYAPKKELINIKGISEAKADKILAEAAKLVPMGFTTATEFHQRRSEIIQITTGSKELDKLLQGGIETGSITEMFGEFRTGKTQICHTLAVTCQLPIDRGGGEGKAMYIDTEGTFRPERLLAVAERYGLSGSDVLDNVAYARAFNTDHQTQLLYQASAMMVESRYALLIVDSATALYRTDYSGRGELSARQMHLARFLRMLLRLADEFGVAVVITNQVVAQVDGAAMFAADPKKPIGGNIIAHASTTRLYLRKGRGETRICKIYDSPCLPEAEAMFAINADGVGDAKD
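System: human Rad51 nucleoprotein filaments preassembled on unlabelled ssDNA. Reagent: labelled 47-mer dsDNA for strand exchange. Schedule: 30-min compound preincubation and 15-min exchange, both room temperature. Measured by: FRET fluorescence dequenching, excitation 485 nm, emission 520 nm. Read-out: Fluorescence-based percent inhibition, control- and blank-normalised. Benchmarks: plate controls and plate blanks.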
thrombin 1536: blocks human thrombin protease activity | 0.26% of 220,000 active | AID 1046 | inhibition, % at 5 µM | P00734 | alpha-thrombin, Boc-VPR-AMC fluorogenic substrate cleavage;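 active = inhibition at or above 40%; inactive = inhibition below 40%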;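 also: 0% = enzyme with no compound and 100% = wells without enzyme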
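Material: human alpha-thrombin enzyme / Medium: pH 7.5 Tris (50 mM) with NaCl 150 mM, Tween 20 0.05% / Compound: single-point dosing at 5 µM, 0.2% DMSO / Incubation: enzyme reaction carried out at room temperature / Detection: AMC fluorescence, 355/460 nm / Read-out basis: percent inhibition scaled between no-compound controls and no-enzyme blanks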
* marks the source's active call; other numbers are inactive results; i = inactive; . = no result given; [ ] = another dose, or the depositor's remark.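 The calls were made as follows, unless noted: active = inhibition above about 30% (limit read from the data); inactive = the rest.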

SMILES | Furin inh | 14-3-3 Bad PPI | eIF4E 4G PPI | p47phox inh | KCC2 mod | EBV gp42 block | hK5 inh | Rad51 HR inh | thrombin 1536
O=C(NCc1ccc(F)cc1)C1CCN(S(=O)(=O)N2CCOCC2)CC1 | -13.8 | -13.8 | -1.5 | -9.6 | -0.551 | -6.4 | 2.3 | 5.0 | -6.6
O=C(O)CCSCCC(=O)O | -22.3 | 0.3 | 1.0 | -5.8 | 1.21 | -0.3 | 3.0 | 0.3 | 2.4
CCOC(=O)CNc1ncc([N+](=O)[O-])cc1C#N | 6.2 | -4.8[fluorescence artefact?] | 1.7[fluorescence artefact?] | -13.5 | 1.52 | 4.7 | 0.9 | -7.5 | -0.2
O=C(NCCc1cccc(Cl)c1)c1ccc(Cl)c([N+](=O)[O-])c1 | -16.6 | 8.2[fluorescence artefact?] | -3.9 | -10.6 | -0.2 | 2.8 | -3.3 | -5.1 | -0.6
CCOC(=O)N1CCN(C(=O)CSc2nnc(-c3cccc(OC)c3)o2)CC1 | -8.0[20 µM] | 10.0[fluorescence artefact?] | -1.4 | -4.3 | -0.881 | -19.7 | 9.8 | 0.6 | -4.1
CCOc1cc(C#N)c(NC(=O)Cn2nnc3ccccc32)cc1OCC | -26.9 | -6.9 | -1.3 | 8.7 | 0.0232 | -3.3 | 6.0 | -26.6 | 10.2
CCO[C@H]1OC(C(=O)N2CCN(Cc3ccc4c(c3)OCO4)CC2)=C[C@@H](c2cn(C(C)=O)c3ccccc23)[C@@H]1CCCO | -26.4 | -2.3 | 0.0 | -11.8 | -0.126 | -8.0 | -1.6 | . | -3.8
O=C(CN1CCNCC1)Nc1ccccc1Cl | -14.6 | 7.9 | 4.3 | -13.0 | 0.00926 | -14.0 | -28.5 | 0.7 | -10.7
Oc1nc(Nc2ccc(Cl)cc2Cl)sc1/C=C1\C=Nc2ccccc21 | -11.2 | 1.4 | 5.1 | -143.0 | -0.534 | -82.0 | 6.0 | -16.9 | 4.1
Cc1csc(SCc2nnc(-c3ccccc3Br)o2)n1 | -24.6 | 9.6[fluorescence artefact?] | -1.5[fluorescence artefact?] | -10.0 | . | -13.2 | -7.2 | 7.0 | -2.6
CC(C)(C)NC(=O)NC(=O)CSc1cccc(C(F)(F)F)c1 | -0.7 | -2.0 | -2.2 | -1.9 | 0.557 | 0.5 | -2.9 | 1.4 | -3.1
COc1cc(/C=C2/SC(=S)N(C)C2=O)ccc1OC(=O)c1ccco1 | -3.0 | 2.6[fluorescence artefact?] | -0.8 | -50.5 | 0.784 | -73.5 | -3.5 | -22.7 | -5.5
CC(C)(C)n1nnnc1C(c1ccc2ncccc2c1)N1CCC(O)CC1 (stereo unspecified) | -39.1 | -10.9 | -0.8 | 0.1 | 0.207 | -8.7 | 3.5 | -1.0 | -9.7
O=C(c1ccccc1)C(CCC(CN1CCOCC1)C(=O)c1ccccc1)CN1CCOCC1 (stereo unspecified) | -14.7[20 µM] | 48.6 | 6.7 | -13.5 | -0.469 | -17.4 | -15.6 | -6.9 | 0.5
COc1ccc(/C=C2\SC(N3CCc4ccccc4C3)=NC2=O)cc1OC | -7.6 | 5.5 | 2.0 | -31.1 | -1.97 | -17.6 | -2.1 | 1.9 | -3.2
COc1ccc(Nc2nc(CN3CCOCC3)nc3sc4c(c23)CCC(C)C4)cc1OC (stereo unspecified) | -17.3 | -13.1[fluorescence artefact?] | -3.0 | -8.9 | -0.653 | -4.2 | -0.3 | . | -0.3
Cc1ccc(O)c(N=Cc2ccc(C)s2)c1 | -13.1 | -7.5 | 13.5[fluorescence artefact?] | -3.5 | 0.724 | -9.1 | -12.1 | -6.9 | -8.3
c1ccc(-c2cnn3c(-c4ccccc4)c(-c4ccccc4)nc3n2)cc1 | -3.3 | 2.0 | 5.3[fluorescence artefact?] | -14.6 | i | 35.0 | 10.8 | i | -10.5
O=C(NCCN1CCOCC1)c1ccc(Cl)c(S(=O)(=O)N2CCCCCC2)c1 | -18.1 | -10.0 | -1.8 | -9.5 | 0.104 | -18.6 | -17.8 | -2.9 | 0.2
CC/C(=C\C(=O)c1ccncc1)Nc1ccc(O)cc1 | -9.9 | -1.9 | 0.7 | -3.5 | 0.272 | -22.0 | -11.6 | -6.4 | 1.6
O=c1ccc(-c2ccccc2)no1 | -2.1 | -3.9 | 3.2 | -17.9 | -0.125 | -17.2 | -5.1 | 11.8 | 0.8
COc1ccc(/C=C/CN2CCCC(CCC(=O)NCc3ccc(F)c(F)c3)C2)cc1 (stereo unspecified) | -26.4 | 6.7 | 2.3 | -19.7 | -0.67 | -11.0 | 1.9 | -2.2 | -3.6
COC(=O)Nc1ccc(S(=O)(=O)N2CCCC(C(=O)Nc3cccnc3)C2)cc1 (stereo unspecified) | -13.7[20 µM] | 8.4 | 6.3 | -16.0 | . | -9.7 | -0.8 | 3.0 | -0.4
CCn1c(CSc2nnc3ccccn23)nc2cc(C(=O)O)ccc21 | -19.1 | -13.7 | -0.8 | -255.7 | -0.265 | 83.0* | -0.3 | 8.3 | 3.8
Nc1cc(C(F)(F)F)cc2c1SCC(=O)N2 | -13.1 | 6.0[fluorescence artefact?] | -3.8[fluorescence artefact?] | -14.2 | 0.0526 | -7.5 | -8.4 | -1.6 | -4.3
Clc1ccc(-c2cnn3c(-c4ccncc4)ccnc23)cc1 | -6.2 | 1.6 | -2.1 | -3.0 | -0.757 | -8.7 | -4.3 | -1.9 | -0.2
N=C(c1cccc([N+](=O)[O-])c1)N1CCCCCC1 | -8.4 | 0.7 | -0.9 | 5.2 | . | -1.5 | . | . | 2.2
CC(Sc1nnc(CNc2cccc3ccccc23)n1-c1ccccc1)C(=O)N/N=C/c1ccco1 (stereo unspecified) | -8.7[20 µM] | -4.8 | -3.3 | 0.7 | 0.732 | 1.2 | -5.5 | -8.0 | -4.8
O=C(NC(=S)Nc1cccc2[nH]ncc12)c1ccccc1 | -24.3 | -11.2 | -1.7 | -14.4 | -0.398 | -7.2 | -2.4 | 23.5 | 7.7
Cc1nc2n(n1)C(c1ccccc1)C1=C(CC(c3ccco3)CC1=O)N2 (stereo unspecified) | -8.3 | -6.2 | -4.7 | -5.7 | 0.0296 | -7.4 | 0.8 | -10.9 | 1.0
Cc1ccc(N2CCN(/N=C/C(Cl)=C/c3ccccc3)CC2)cc1 | -25.4 | -0.4 | -1.1 | -4.9 | 0.945 | 2.8 | 3.0 | 6.0 | -0.9
CC1(c2cnc(Nc3ccccc3)s2)CCC(=O)O1 (stereo unspecified) | -21.0[20 µM] | 0.0 | 2.3 | -1.7 | 0.217 | 6.2 | 4.4 | -7.5 | -3.4
O=c1oc2ccccc2c(Nc2ccc(F)cc2)c1[N+](=O)[O-] | -16.3 | -10.8 | -4.4 | 3.4 | -3.36* | 6.3 | -11.7 | 13.7 | 3.6
Cc1ccc(C)c(Oc2nnnn2-c2ccccc2)c1 | -5.6 | 9.0 | 4.8 | -11.5 | -0.303 | -10.0 | 3.5 | 2.4 | -5.2
Clc1cccc(Cl)c1-c1noc(CN2CCOCC2)n1 | -30.8 | 1.9 | 1.3 | -8.4 | 1.27 | -12.4 | 3.3 | -3.3 | 0.3
CCCS(=O)(=O)n1nc(-c2ccc(Br)cc2)cc1N | -15.1 | 2.1 | 1.1 | -11.2 | -0.0476 | 5.5 | 11.6 | 1.4 | -3.0

Marked active in EBV gp42 block, of those listed so far:
mol	Furin inh	14-3-3 Bad PPI	eIF4E 4G PPI	p47phox inh	KCC2 mod	EBV gp42 block	hK5 inh	thrombin 1536
CCn1c(CSc2nnc3ccccn23)nc2cc(C(=O)O)ccc21	-19.1	-13.7	-0.8	-255.7	-0.265	83.0*	-0.3	3.8

Single records (already shown). Screens in order: Furin inh | 14-3-3 Bad PPI | eIF4E 4G PPI | p47phox inh | KCC2 mod | EBV gp42 block | hK5 inh | Rad51 HR inh | thrombin 1536
Listed for Clc1cccc(Cl)c1-c1noc(CN2CCOCC2)n1 : -30.8 | 1.9 | 1.3 | -8.4 | 1.27 | -12.4 | 3.3 | -3.3 | 0.3
Listed for O=C(NCCc1cccc(Cl)c1)c1ccc(Cl)c([N+](=O)[O-])c1 : -16.6 | 8.2[fluorescence artefact?] | -3.9 | -10.6 | -0.2 | 2.8 | -3.3 | -5.1 | -0.6

(cont.)
SMILES | Furin inh | 14-3-3 Bad PPI | eIF4E 4G PPI | p47phox inh | KCC2 mod | EBV gp42 block | hK5 inh | Rad51 HR inh | thrombin 1536
Cc1ccc(SCCNS(=O)(=O)c2ccc(F)cc2)cc1 | -17.4[20 µM] | -4.8 | 17.7 | -0.7 | . | -2.5 | -2.6 | -7.9 | -4.3
N/C(=N\OS(=O)(=O)c1ccc(Cl)cc1)c1cccnc1 | -13.6 | 26.2[fluorescence artefact?] | 4.0 | -5.6 | 0.593 | -2.2 | -11.9 | . | -0.8
Cc1ccc(-n2cc(CNC(C)Cn3cncn3)c(-c3ccc(F)cc3)n2)cc1 (stereo unspecified) | -11.9 | 2.4 | 0.6 | 0.3 | -0.457 | 1.1 | -1.8 | -10.5 | -4.1
CN(C)c1nc(Oc2ccc(=O)n(-c3ccccc3)n2)nc(N2CCOCC2)n1 | -12.8 | 12.4 | -6.9 | -1.2 | 0.0234 | -13.2 | -7.7 | -6.3 | -3.4
[O-][n+]1ccccc1SC/C=C/c1ccccc1 | 0.2 | 1.1 | -0.2 | 1.2 | -0.00559 | -15.0 | 3.8 | -0.7 | 0.4
CC1CCN(CCCNC(=O)c2ccc3c(=O)n(Cc4ccc(Cl)cc4)c(=S)[nH]c3c2)CC1 | -7.4 | 13.3 | 16.4 | 23.9 | 1.25 | 11.7 | -8.1 | 7.4 | -23.0
CCC1=NN(C(=O)C(=O)Nc2ccccc2OC)C(O)(C(F)(F)F)C1 (stereo unspecified) | -23.3 | -1.1[fluorescence artefact?] | -11.2 | -8.5 | 1.42 | -26.6 | -33.4 | 3.2 | -1.2
O=C(O)C1OC(Oc2cc3oc(-c4ccccc4)cc(=O)c3c(O)c2O)C(O)C(O)C1O (stereo unspecified) | 6.0 | -7.6[fluorescence artefact?] | 2.4[fluorescence artefact?] | -4.3 | -0.143 | -14.2 | -25.5 | 10.6 | 1.0
Cn1nc(-c2ccc(Cl)cc2)c2cc(C(=O)N3CCOCC3)sc21 | -30.8 | 4.7 | -1.1 | -5.2 | . | -4.1 | -20.5 | -4.5 | -9.6
COc1cccc(-n2nnc3c(=O)n(CC(=O)N4CCC(C)CC4)cnc32)c1 | -15.4[20 µM] | 1.9 | 1.0[fluorescence artefact?] | -12.7 | -0.0154 | -6.2 | -7.8 | 2.8 | -0.5
O=C1CSC(=S)N1CC1CCCO1 (stereo unspecified) | -4.6 | 3.2[fluorescence artefact?] | -1.4[fluorescence artefact?] | -28.7 | . | -6.3 | 4.8 | -9.2 | -4.6
COc1ccc(N=c2scc(-c3ccc(OC)cc3)n2CCO)cc1 | -23.7[20 µM] | 36.4 | 4.1 | -3.2 | . | -15.3 | -10.3 | 4.1 | -5.2
CCCC(=O)N1c2ccccc2C(N(C(C)=O)c2ccccc2)CC1C (stereo unspecified) | -10.1[20 µM] | -9.6 | 0.2[fluorescence artefact?] | -14.7 | -0.516 | -13.6 | 16.1 | 13.9 | -3.3
CCCCN(C)CCn1c(=S)[nH]c2ccc(N3CCOCC3)cc2c1=O | -4.7 | 7.1 | -3.1 | -9.0 | 0.342 | -16.2 | -8.1 | -0.5 | 1.7
CCO[C@H]1OC(C(=O)NCc2nc3ccccc3[nH]2)=C[C@@H](c2ccccc2)[C@@H]1CCCO | -11.9 | -2.8 | 0.1 | -12.0 | -0.382 | -11.1 | -0.7 | 7.7 | -1.6

Hits appear at their usual frequency; any-hit rate near 4.7%.
